Assay outcomes: PubChem BioAssay, several laboratories
MC4R barr agon: agonists of human melanocortin 4 receptor (MC4R) beta-arrestin. U2OS MC4R beta-arrestin complementation, luminescence; percent of melanotan II response, DMSO zero. activation, % at 8.9 µM. 360,000 tested, 0.98% active. AID 540308;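 active means activation above a per-plate cutoff, the mean activation of sample wells on that plate plus 3 SD, cut at about 8% in these data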
Glyco luc inh: N-linked glycosylation inhibition; D54 ERlucT glycosylation luciferase reporter, 24 h; percent of 100 nM tunicamycin response; reporter increase, % at 12.5 µM; 360,000 tested, 0.23% active;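 active means mean luciferase reporter signal, scaled so untreated is 0 and the glycosylation-blocking control 100, at or above a set limit in every replicate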;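 further: luciferase carries N-glycosylation sites so blocking glycosylation raises the light; 0% = median of neutral control wells and 100% = median of 100 nM tunicamycin wells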
ABHD5 PLIN5 PPI: ABHD5-PLIN5 protein interaction inhibition; Q00G26+Q8WTS1; inhibition, % at 4 µM; AID 602281; Split G. princeps luciferase complementation, luminescence, 4 h; 360,000 tested, 0.78% active;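 active means inhibition above the mean inhibition across every tested compound plus 3 SD, cut at about 22% in these data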;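 further: 0% = DMSO only wells and the 100% control is not disclosed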
NCOA2 inhibitor: human SRC2 (NCOA2) inhibition | HEK293 GAL4-SRC2 luciferase reporter, luminescence | AID 651957 | Q15596 | 370,000 tested, 0.17% active | inhibition, % at 9 µM;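 active means inhibition above the mean inhibition of all tested compounds plus 3 SD, set per campaign, cut at about 52% in these data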;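 further: 0% = DMSO treated cells and 100% = cells given Gossypol at 36 µM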
HTR2A ag: activates the mouse 5-HT2A serotonin receptor | P35363 | activation, % at 7.6 µM | CHO-K1 mHTR2A beta-arrestin complementation, luminescence; percent of 30 µM serotonin response | 360,000 tested, 0.66% active;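 active means activation above a run cutoff, the mean activation of all tested compounds plus 3 SD, cut at about 14% in these data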;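 further: 0% = plate median of compound wells and 100% = 30 µM serotonin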
MC4R antagonist: human MC4R antagonism in cAMP assay | 360,000 tested, 0.48% active | inhibition, % at 6.5 µM | MC4R-expressing cells, MTII-stimulated cAMP, LANCE TR-FRET | P32245 | AID 540295;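 active means inhibition above its plate's cutoff, the mean of tested wells on that plate plus 3 SD, cut at about 29% in these data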;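 further: 0% = Melanotan II alone and 100% = Melanotan II plus saturating MCL0020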
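Assay system: human MC4R-expressing U2OS cells; reagent: Melanotan II stimulation of cells; dosing: 6.5 µM single dose; timing: compound 30 min, challenge 1 h, detection 1 h; signal: TR-FRET cAMP assay; replicates: one well per compound, no replicates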
ABCB6 inh 2: human ABCB6 transporter inhibition. fluorescence ratio to DMSO, % at 10 µM. 360,000 tested, 0.19% active. AID 602162. K562-ABCB6 porphyrin accumulation, flow cytometry, 1 h; stronger effect = lower value. Q9NP58;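 active means fluorescence ratio to DMSO below 75%, the collection mean minus 3 SD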;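 further: signal is porphyrin accumulated inside mitochondria; 100% equals median channel fluorescence of DMSO control wells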
H9c2 protect: protects H9c2 cardiomyocytes from peroxide injury. H2O2 injury protection, ATPLite, 2 h. protection from H2O2 cell death, % at 20 µM. 360,000 tested, 0.63% active. AID 588492;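 active means compounds giving at least 50% protection of heart cells from peroxide-induced death in the single-dose screen, raw or plate-pattern-corrected value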;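 further: 0% = DMSO wells with peroxide and 100% = DMSO wells without peroxide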
NOD2 RIPK2 PPI: blocks binding of human NOD2 to RIPK2; O43353; CHO BLA complementation NOD2-RIPK2, CCF4 ratio; inhibition, % at 4.98 µM; 360,000 tested, 0.38% active; in the data active means inhibition above about 21%;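 further: 0% = vehicle only and 100% = reference blocker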
TLR9-MyD88 inh: TLR9-MyD88 interaction inhibition | CHO BLA complementation TLR9-MyD88, CCF4 FRET ratio | inhibition, % at 4.98 µM | 340,000 tested, 0.21% active | AID 504734;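 active means inhibition above the mean over all tested compounds plus 3 SD, cut at about 21% in these data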;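 further: 0% = DMSO only wells and 100% = clavulanate BLA inhibitor control wells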
* hit, by the source's call; / = no result given.

SMILES	MC4R barr agon	Glyco luc inh	ABHD5 PLIN5 PPI	NCOA2 inhibitor	HTR2A ag	MC4R antagonist	ABCB6 inh 2	H9c2 protect	NOD2 RIPK2 PPI	TLR9-MyD88 inh
O=C(Nc1ccc(OC(F)(F)F)cc1)C1CCCN(C(=O)c2ccc(Cl)cc2)C1 (stereo not given)	0.1	-4	-7	22	-4	-5	94	-13	-6	0
CC1CCc2cc(F)ccc2N1C(=O)CSc1nnc2c(n1)[nH]c1ccc(F)cc12 (stereo not given)	6.0	-9	6	-1	7	1	100	-12	-7	-4
Cc1cc(C)cc(NC(=O)NCc2ccccn2)c1	1.6	2	10	2	2	6	58*	2	-5	-2
CCOC(=O)c1c(/N=C/C2C(=O)CC(C)(C)CC2=O)sc(C)c1C	-1.2	-1	-3	27	-1	5	90	13	0	-3
CC1CN(c2nc3ccccn3c(=O)c2/C=C(\C#N)C(N)=O)CC(C)O1 (stereo not given)	-0.9	2	-4	-17	1	20	98	11	-12	-10
CC1CCc2nn(CC(=O)NC3CCCC(C)C3C)cc2C1 (stereo not given)	1.0	-3	3	-8	-4	8	102	3	15	-3
O=C(Cc1ccccc1)NN1C(=O)/C(=C/c2ccc(C(=O)O)cc2)SC1=S	0.3	0	8	23	4	-10	102	2	-5	-4
CC[C@H](C)[C@@H](NC(=O)O[C@@H]1C(=O)c2cc(OC)ccc2O[C@H]1c1ccc(OC)c(Br)c1)C(=O)OC	1.1	23	-11	/	4	0	91	4	-5	-1
CCN(CC)c1ccc(NC(=O)/C=C\c2ccccc2Cl)cc1	2.6	-2	1	-31	-10	-4	100	-11	-17	6
COc1ccccc1NC(=O)CSc1nc2c(sc3ccccc32)c(=O)n1CCN(C)C	-0.9	2	14	-6	-2	1	99	17	-3	-23
O=C(N[C@@H](Cc1ccccc1)C(=O)NCc1ccc(F)cc1)C1CCNCC1	0.0	1	2	-17	2	-6	101	1	-1	2
COc1cccc(Nc2nc(C(N)CO)cs2)n1 (stereo not given)	-1.0	-1	2	-1	12	-3	101	17	-11	/
CCOc1ccc(C2(C)NC(=O)N(CCN(C)C)C2=O)cc1 (stereo not given)	0.7	0	4	31	0	3	98	11	-20	4
Cc1ccc(S(=O)(=O)/N=C(/c2ccc(F)cc2)N2CCCC2)cc1	-3.0	1	-3	-25	1	2	95	3	0	-10
COc1ccc(C(=O)Nc2nc(C)c(C)s2)cc1OC	0.5	0	4	-42	-1	3	100	-4	5	1
Cc1nnc2sc(SCC(=O)N3CCC(C)CC3)nn2c1=O	-2.1	0	-2	4	7	-2	94	8	10	-9
COc1ccc(Cn2c(=N)c(C(=O)NC3CCCCC3)cc3c(=O)n4ccccc4nc32)cc1	-3.0	-5	-3	-29	-1	2	97	-1	11	4
COc1ccc(CNC(=O)[C@@H](NC(=O)C2CCN(C(=O)[C@@H]3CCCN3C(=O)OC(C)(C)C)CC2)C(C)C)cc1	-1.2	-2	-7	15	5	23	97	-1	-13	-2
CC1CCCCN1N=Nc1nc2c([nH]1)c(=O)n(C)c(=O)n2C (stereo not given)	-0.1	3	-1	-34	0	-2	101	1	0	4
CCc1cccc(CC)c1NC(=O)COC(=O)c1ccccc1-c1nc2ccccc2s1	1.1	-2	4	-10	0	20	93	-7	-14	-1
O=C(Nc1ccc(Br)cc1)c1cccnc1N1CCCCC1	0.0	-2	-3	-9	-4	0	73*	2	3	-7
O=C(CCNC(=O)c1ccccc1Cl)Nc1ccncc1	-0.6	0	10	7	7	0	98	-2	-15	2
O=C(COC(=O)Cc1ccc(Cl)cc1)NCc1ccco1	-0.6	0	-4	3	-2	1	92	-5	-5	6
CC12CCC(C(=O)N(NC(=O)c3cc(Cl)ccc3O)C1=O)C2(C)C (stereo not given)	-1.3	5	2	-1	0	9	116	8	1	-4
O=C(Nc1ccc(F)cc1)Oc1ccccc1N1CCOCC1	0.3	2	-5	-8	4	6	90	3	-3	-3

Compound profiles (already shown). Screens in order: MC4R barr agon	Glyco luc inh	ABHD5 PLIN5 PPI	NCOA2 inhibitor	HTR2A ag	MC4R antagonist	ABCB6 inh 2	H9c2 protect	NOD2 RIPK2 PPI	TLR9-MyD88 inh
Record of Cc1ccc(S(=O)(=O)/N=C(/c2ccc(F)cc2)N2CCCC2)cc1 → -3.0	1	-3	-25	1	2	95	3	0	-10
Record of CCOc1ccc(C2(C)NC(=O)N(CCN(C)C)C2=O)cc1 (stereo not given) → 0.7	0	4	31	0	3	98	11	-20	4
Record of CC1CN(c2nc3ccccn3c(=O)c2/C=C(\C#N)C(N)=O)CC(C)O1 (stereo not given) → -0.9	2	-4	-17	1	20	98	11	-12	-10
Record of O=C(COC(=O)Cc1ccc(Cl)cc1)NCc1ccco1 → -0.6	0	-4	3	-2	1	92	-5	-5	6
Record of COc1ccc(CNC(=O)[C@@H](NC(=O)C2CCN(C(=O)[C@@H]3CCCN3C(=O)OC(C)(C)C)CC2)C(C)C)cc1 → -1.2	-2	-7	15	5	23	97	-1	-13	-2

Further entries follow.
SMILES	MC4R barr agon	Glyco luc inh	ABHD5 PLIN5 PPI	NCOA2 inhibitor	HTR2A ag	MC4R antagonist	ABCB6 inh 2	H9c2 protect	NOD2 RIPK2 PPI	TLR9-MyD88 inh
O=C(Nc1cccc(-c2nn[nH]n2)c1)c1ccc(Br)s1	1.2	1	4	15	-2	-3	98	-3	-7	7
Fc1ccc(-n2ncc3c(SCc4cccnc4)ncnc32)cc1	-2.8	-5	-2	-47	4	8	99	-28	-4	0
COc1cc(/C=C/c2onc(C)c2[N+](=O)[O-])cc(OC)c1OC	-0.3	37*	3	12	6	1	104	6	-11	10
O=C(c1cccnc1)N1C2CCC1CC(O)(c1ccc(F)cc1)C2 (stereo not given)	-1.7	1	3	-31	5	11	107	-1	0	0
Cc1cc(S(=O)(=O)N2CC(=O)N(CCc3ccccc3)C(=O)C2)ccc1F	5.1	1	1	4	2	4	99	9	3	1
Cc1ccc(NC(=O)CN2CCCC2)cc1Br	0.2	1	5	-49	-3	3	101	0	-2	-15
COc1cc(/C=N/NC(=O)c2cnccn2)cc(OC)c1OC	1.1	1	-8	-9	4	5	97	6	-6	-4
O=C(NCc1ccc2c(c1)OCO2)Nc1ccc2ccccc2c1	11*	-1	-2	-13	-6	-4	100	8	-1	/
Cc1ccc(-n2nc(C)c3c2C(Br)C(C)(C)CC3=O)nc1 (stereo not given)	1.0	1	-3	23	5	9	105	-11	7	13
O=C(CN1C(=O)NC2(CCc3ccccc32)C1=O)Nc1ccc(Br)cc1F (stereo not given)	-0.2	3	2	-6	0	6	91	3	-5	4
CCn1c(CNc2ccc(C)cc2C)nnc1SCC(=O)N1CCCc2ccccc21	-0.8	0	-1	-16	0	19	99	6	1	14
O=C(CCl)NCCNC(=O)c1cc(OCC(F)(F)F)ccc1OCC(F)(F)F	2.9	4	4	30	9	8	96	8	-10	/
CCOc1ccc2c(c1)n([O-])c1c([n+]2=O)CCCC1	-1.7	1	-7	-8	8	-3	115	-1	-4	-11
CC(C)c1ccc(/C=C/C(=O)Nc2nc3ccc([N+](=O)[O-])cc3s2)cc1	22*	-2	3	-7	1	2	94	-13	-4	-4
COc1ccc(-n2c(C)cc(C)c(C(C)=O)c2=S)cc1	-3.2	-1	0	-16	8	4	83	4	1	-7
COc1ccc2nc(C3CCCCC3)c3c(c2c1)CCC3	0.9	-2	8	-12	-1	-3	99	-14	-2	-3
CCN1/C(=C\C=C2\C(=O)N(c3ccccc3)C(=S)N2C)Sc2ccccc21	-1.4	-2	0	-16	-1	5	356	1	-15	16
COc1ccc(C2CC(c3cccs3)=NN2C(=O)CSc2nncs2)cc1OC (stereo not given)	1.1	4	1	-9	0	0	111	8	-2	-12
O=C(c1ccco1)N1CCN(C(=O)c2cc3c(s2)-c2ccccc2OC3)CC1	-1.5	0	5	4	9	13	96	6	3	1
Cc1ccc2c(c1)Oc1ccc([N+](=O)[O-])cc1C(=O)N2	-0.9	-2	-2	3	-6	4	91	13	-3	-3
COc1ccc(CCNC(=O)c2cc(-c3ccccc3)c(N3CCOCC3)s2)c(OC)c1OC	-2.0	-2	2	4	1	4	101	9	-3	0
COc1ccc(/C=C2\C(=O)NCC(=O)N2Cc2ccccc2)cc1	-0.4	17	7	-18	6	13	105	9	0	1
COC(=O)N/N=C/c1ccc(OS(=O)(=O)c2ccc(C)cc2)c(OC)c1	0.4	0	3	15	-9	16	93	5	-3	-4
NC(=O)c1ccc(NC(=O)C2COc3ccccc3O2)cc1 (stereo not given)	-1.2	2	0	-58	-5	10	96	-6	-8	-4
CC(C)NCCOCCOc1ccccc1F	0.5	0	-2	4	-2	2	103	3	-4	-1
c1ccc(Cc2nn3c(Cn4nnc5ccccc54)nnc3s2)cc1	1.9	-1	-1	-5	-3	-2	104	0	-1	-8
COc1ccc(-n2c(SCC(=O)NNC(=O)c3ccccc3C)nnc2-c2ccncc2)cc1	-2.9	1	8	-43	1	3	103	1	-11	-2
CCOC(=O)C1CCN(c2cc3c(cc2NC(=O)c2ccc(OC)c(OC)c2)n(C)c(=O)n3C)CC1	5.3	-2	2	-12	11	10	98	54*	-12	2
CC(C)C1CC2=C(C(=O)OC(C)(C)O2)C(c2ccc(Cl)cc2)O1 (stereo not given)	/	-3	-5	6	-2	/	105	-3	2	/
COc1ccc(OC)c(NC(=O)CN2C(=O)C3(OCCCO3)c3ccccc32)c1	-2.6	-1	7	10	3	17	101	5	2	-3

Shown with two lines to a compound: part of the list above.
Values run as follows: MC4R barr agon | Glyco luc inh | ABHD5 PLIN5 PPI | NCOA2 inhibitor | HTR2A ag | MC4R antagonist | ABCB6 inh 2 | H9c2 protect | NOD2 RIPK2 PPI | TLR9-MyD88 inh
> COc1ccc(Cn2c(=N)c(C(=O)NC3CCCCC3)cc3c(=O)n4ccccc4nc32)cc1
  -3.0 | -5 | -3 | -29 | -1 | 2 | 97 | -1 | 11 | 4
> COc1ccc(CNC(=O)[C@@H](NC(=O)C2CCN(C(=O)[C@@H]3CCCN3C(=O)OC(C)(C)C)CC2)C(C)C)cc1
  -1.2 | -2 | -7 | 15 | 5 | 23 | 97 | -1 | -13 | -2

Structures listed above printed as active in ABCB6 inh 2:
SMILES | MC4R barr agon | Glyco luc inh | ABHD5 PLIN5 PPI | NCOA2 inhibitor | HTR2A ag | MC4R antagonist | ABCB6 inh 2 | NOD2 RIPK2 PPI | TLR9-MyD88 inh
Cc1cc(C)cc(NC(=O)NCc2ccccn2)c1 | 1.6 | 2 | 10 | 2 | 2 | 6 | 58* | -5 | -2
O=C(Nc1ccc(Br)cc1)c1cccnc1N1CCCCC1 | 0.0 | -2 | -3 | -9 | -4 | 0 | 73* | 3 | -7

An excerpt; count on the stated rates, not on these rows.
